FEN1 inhibitor: blocks human flap endonuclease 1. Recombinant FEN1 flap cleavage, fluorescence, 15 min. Potency, µM (titrated, usually from 114 µM), inactives show at the top dose activity change, negative = inhibition, usual class: inhibitors. AID 588795. actives 0.35% (n = 390,000); note: nearly all actives have a fitted effect of over 65% in size
Target sequence (P39748 whole entry, looked up): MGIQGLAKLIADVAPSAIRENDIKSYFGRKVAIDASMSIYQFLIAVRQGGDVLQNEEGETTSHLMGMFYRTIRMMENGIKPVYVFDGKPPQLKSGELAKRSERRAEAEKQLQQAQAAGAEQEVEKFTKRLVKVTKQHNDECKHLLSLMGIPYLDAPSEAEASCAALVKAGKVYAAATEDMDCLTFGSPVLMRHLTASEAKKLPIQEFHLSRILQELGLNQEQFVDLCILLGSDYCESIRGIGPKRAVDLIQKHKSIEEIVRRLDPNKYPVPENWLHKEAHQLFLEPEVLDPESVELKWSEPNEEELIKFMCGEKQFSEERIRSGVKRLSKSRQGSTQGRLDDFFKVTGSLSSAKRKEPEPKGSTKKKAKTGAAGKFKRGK
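FEN1 at 10 nM preincubated with compounds 15 min at room temperature, then flap DNA substrate added at 50 nM final. Signal read at 0 and 15 min; concentration-response fitted with four-parameter Hill equation.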
N370S GC: inhibitors or activators of N370S glucocerebrosidase for Gaucher disease; P04062; N370S GC spleen homogenate, 4MU-glucoside fluorescence; Potency, µM (titrated, usually from 59.4 µM), for inactives: top-dose activity change, negative = inhibition, usual class: inhibitors; actives 0.092% (n = 330,000);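 note: 0% = full enzyme activity and -100% = no enzyme basal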
KAT2A inh: GCN5L2 (KAT2A) acetyltransferase inhibition | GCN5L2 HAT assay, ThioGlo1 CoA-SH fluorescence | Potency, µM (series often up to 58.9 µM), inactives show at the highest dose activity change, negative = inhibition, actives largely listed as inhibitors | actives 0.21% (n = 390,000)
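Enzyme at 20nM final was mixed with library compounds for 15 min at room temperature. Peptide H3(1-25) at 75uM, acetyl-CoA at 70uM and ThioGlo1 at 50uM were then added. Plates were read immediately and after 20 min (Ex340nm/Em540nm).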
Active calls of the source: *; ? = inconclusive; / = no result given; & = joins results of further samples; [ ] = another dose, or the depositor's remark. Calls come from the whole dose curve; as a rule, active = well fitted curve in the direction sought with a large enough effect; inconclusive = small, poorly fitted or top-dose-only effect, or another doubt; inactive = no such curve, though single readings can be large; an effect the other way counts as inactive or inconclusive. Unless noted, % is set by controls: 0 for no effect and ±100 for the full control effect; potency is the fitted concentration of half-maximal effect.

FEN1 inhibitor	N370S GC	KAT2A inh	SMILES
/	2%	-3%	C=C(NC(=O)C(=C)NC(=O)c1csc(C2=NC3c4csc(n4)C4NC(=O)c5csc(n5)C([C@@](C)(O)C(C)O)NC(=O)C5CSC(=N5)/C(=C\C)NC(=O)C(C(C)O)NC(=O)c5csc(n5)[C@]3(CC2)NC(=O)C(C)NC(=O)C(=C)NC(=O)C(C)NC(=O)C(C(C)CC)NC2C=Cc3c(C(C)O)cc(nc3C2O)C(=O)OC4C)n1)C(N)=O (stereo partly drawn)
4%	11%&-14%	-9%	C[C@@H](C(=O)NCc1ccccc1)[C@@H]1C[C@@]1(C)[C@@H](NC(=O)OCc1ccccc1)c1ccccc1
-5%	-2%	-5%	O=C(CCCN1C(=O)c2ccccc2C1=O)NCCc1ccc(OC(F)F)cc1
14%	/	0%	Cc1ccccc1CNC(=O)C1CCCN(S(=O)(=O)N(C)c2ccc(F)cc2)C1 (stereo not drawn)
23%	/	1%	COc1ccc(CNC(=O)COC(=O)c2ccc(OCC3CCCO3)cc2)cc1 (stereo not drawn)
2%	2%	-3%	COc1ccc(C)cc1Nc1n[n+](C)c(-c2c3ccccc3cc3ccccc23)s1
-16%	3%	-1%	Cc1ccc2c(c1)COc1c3ccc(C(=O)N4CCOCC4)cc3nn1-2
?	-12%	-19%	C/C(=N\Nc1nc2ccccc2c(=O)n1O)c1ccco1
2%	-2%	-1%	O=C(NCc1ccccc1)/C(=C/c1cccc([N+](=O)[O-])c1)NC(=O)c1ccco1
10%	-16%	-10%	CC1CCCCN1CC(O)COCc1ccc(Cl)cc1 (stereo not drawn)
-22%	-8%	-3%	CC(=O)c1ccc(NC(=O)C2C3C=CC(C3=C(c3ccccc3)c3ccccc3)C2C(=O)O)cc1 (stereo not drawn)
5%	-18%	-3%	COc1ccccc1NS(=O)(=O)c1cc(C(=O)NCC2CCCO2)ccc1C (stereo not drawn)
-3%	9%	1%	N#C/C(=C1/CCCN1)c1ccccn1
-4%	-16%	-6%	CC1(C)CC(=O)C(C2C3=C(CC(C)(C)CC3=O)Oc3ccccc32)=C(O)C1 (stereo not drawn)
11%	4%	-14%	Cc1ccc(S(=O)(=O)N(Cc2ccccc2)C(C)C)cc1
2%	-22%	0%	COc1ccc(-c2cc(C(=O)N(C)CCc3ccc(OC)c(OC)c3)c3ccccc3n2)cc1
7%&1%	-10%	-13%&-13%	COc1ccc(S(=O)(=O)N2CCN(C(=O)c3cc(-c4ccc(Br)cc4)n[nH]3)CC2)cc1OC
15%	12%	-4%	CCCC(=O)NC(=S)Nc1ccc(C(C)=O)cc1
-9%	/	-20%	C=CC[C@H](CC(=O)N(CCO)Cc1ccccc1)C(=O)N[C@H](COC(=O)[C@H](CC=C)CC(=O)OC(C)(C)C)Cc1ccccc1
19%	/	-4%	CCCCN(C(=O)c1ccc2c(c1)NC(=O)CS2)c1ccccc1

Molecules above that have fluorine, in the order listed:
FEN1 inhibitor	N370S GC	KAT2A inh	SMILES
-5%	-2%	-5%	O=C(CCCN1C(=O)c2ccccc2C1=O)NCCc1ccc(OC(F)F)cc1
14%	/	0%	Cc1ccccc1CNC(=O)C1CCCN(S(=O)(=O)N(C)c2ccc(F)cc2)C1 (stereo not drawn)

Next part.
FEN1 inhibitor	N370S GC	KAT2A inh	SMILES
-5%	4%	3%	CCOC(=O)n1c(=O)oc2cc(S(=O)(=O)N3CCCCC3)ccc21
-8%	/	-3%	O=C(c1cccc(Cl)c1)N1CCC(c2nc3c(nnn3Cc3ccc(F)cc3F)c(=O)[nH]2)CC1
7%	6%	-2%	O=C(/C=C/Nc1ccccc1)c1ccc(Oc2ncccn2)cc1
3%	-4%	-5%	O=C(CCn1ccc([N+](=O)[O-])n1)Nc1nccs1
-8%	-12%	-2%	COc1cc(OC)c(NS(=O)(=O)c2c(C)[nH]c(=O)[nH]c2=O)cc1Cl
-9%	1%	-2%	O=C(NCCc1ccccc1Cl)C1CCC(=O)N(C2CCCCCC2)C1 (stereo not drawn)
22%	-17%	2%	NC(=O)c1ccc(NC(=O)C2COc3ccccc3O2)cc1 (stereo not drawn)
-13%	7%	-10%	O=C(Nc1ccc2c(c1)N(S(=O)(=O)c1cccs1)CCC2)c1c(F)cccc1Cl
-9%	-7%	-29%	Cc1cc(C)n(CC(C)(O)c2ccccc2)n1 (stereo not drawn)
3%	4%	-3%	NC(=O)c1c(/N=C/c2cccnc2)sc2c1CCCC2
10%	-11%	-9%	CCN(CC)c1ccc(O)c(C=Nc2ccc(C)c(C)c2)c1
-8%	-8%	-5%	NC(=O)CC(NC(=O)Cc1cccc2ccccc12)c1ccc(N2CCCCCC2)c([N+](=O)[O-])c1 (stereo not drawn)
-3%	8%	0%	O=C(O)C1C2CCC(O2)C1C(=O)Nc1ccc(Cl)cc1F (stereo not drawn)
11%[57.1 µM]	/	1%&-4%	CCN(CC)CCCN(c1ccccc1)C1Cc2ccccc2C1
-15%	-7%	-4%	CCc1ccccc1N(C(=O)c1ccco1)C(C(=O)NC1CCCC1)c1cccnc1 (stereo not drawn)
10%	9%	-4%	COc1ccc(-c2cc(-c3n[nH]c(=S)n3-c3cc(OC)ccc3OC)[nH]n2)cc1
3%	14%	1%	CNc1nc(C)cc(C)c1S(=O)(=O)c1ccc(Cl)cc1
-22%	9%	-2%	COc1cc(C(=O)NCc2cccc3ccccc23)cc(Cl)c1OC
/	-5%&-7%	?	CCCc1c(OCC(O)COc2ccc3c(=O)cc(C(=O)O)oc3c2CCC)ccc(C(C)=O)c1O (stereo not drawn)
-18%	8%	-10%	CCOC(=O)c1c(NC(=O)COC(=O)c2ncc(Cl)c(Cl)c2Cl)sc(C(=O)N(C)C)c1C
-13%	-8%	0%	O=C(NCC1CCCO1)c1cc2c(s1)CS(=O)(=O)C2 (stereo not drawn)
5%	0%	2%	NC(=O)CSc1nc2c(sc3ccccc32)c(=O)n1CCCN1CCOCC1
?	-4%	-22%	Cc1[nH][nH]c(=O)c1C(c1ccc(-c2ccc(Cl)c(C(=O)O)c2)o1)c1c(C)[nH][nH]c1=O
-17%	/	-8%	CCc1cccc(NC(=O)CSc2nc3ccsc3c(=O)n2CC)c1
17%	2%	-3%	Cc1ccc(-c2nc(S(=O)(=O)c3ccc(C)cc3)c(SCC(=O)NCC3CCCO3)o2)cc1 (stereo not drawn)
-1%	-3%	-1%	Cc1ccc(O)c(NC(=O)C2CC(c3cccc(Br)c3)=NO2)c1 (stereo not drawn)
-10%	-7%	-8%	CCN1C(=O)[C@H]2[C@@H](c3ccc(C)cc3)N3C(=O)N(c4cccc(Cl)c4)C(=O)[C@@]3(CC)[C@H]2C1=O
-1%	/	-4%	O=C(COC(=O)COc1ccccc1F)NCc1ccco1
-1%	/	-14%	CC(C)c1ccc2oc(-c3cc(NC(=O)c4cccs4)ccc3Cl)nc2c1
-5%&-11%	/	-1%	O=C(CNC(=O)C1CCCCC1)OCC(=O)c1ccc(F)cc1
5%	-4%	0%	COc1cc(NC(=S)N2CCN(S(=O)(=O)c3ccccc3)CC2)cc(OC)c1
-1%	/	1%	CCc1cccc(NC(=O)c2cc(S(=O)(=O)N3CCCCCC3)cn2C)c1
-1%	/	31%[activator]	CCOC(=O)c1c(C)[nH]c(C)c1S(=O)(=O)NCC(=O)N(C)c1ccc(C)c(C)c1
-1%	-2%	-26%	CCCC12CN3CC(C)(CN(C1)C3c1cccs1)C2=O (stereo not drawn)
-3%	/	-4%	COc1ccc(-n2cnnc2SCC(=O)N2CCN(c3ccccc3)CC2)cc1
-4%	-3%	-4%	CCN(C(=O)COC(=O)/C=C/c1cccc([N+](=O)[O-])c1)c1ccccc1
-8%	4%	0%	Cc1ccc2oc(C(=O)N(C)CCC(O)c3ccccc3)c(C)c2c1 (stereo not drawn)
-3%	0%	1%	CCOC(=O)N1CCN(C(=O)c2ccc(C)c(S(=O)(=O)Nc3cccc(C)c3C)c2)CC1
1%	2%	-16%	COc1ccc(CNC(=O)C(C)NC(=O)c2cc3ccccc3o2)cc1 (stereo not drawn)
5%	-5%	1%	COc1ccc(C(CC(=O)O)c2ccc3c(c2)OCO3)cc1 (stereo not drawn)
-18%	/	0%	Cc1csc(SCC(=O)Nc2ccc(C)c(F)c2)n1
-10%	/	-12%	CC(=O)c1ccc(NS(=O)(=O)c2c(C)nc3scc(C)n3c2=O)cc1
-12%	-6%	-10%	O=C(C(Cc1ccccc1)n1cccc1)N1CCN(C2CCCCC2)CC1 (stereo not drawn)
-7%	2%	-6%	CNC(=O)CSc1nnc(-c2ccccc2F)n1CCc1ccccc1
-17%	-2%	1%	COc1cc(C(=O)OCC(=O)NC23CC4CC(CC(C4)C2)C3)cc(OC)c1OC
1%	/	-6%	O=C(Cn1ccc2cc(S(=O)(=O)N3CCCC3)ccc21)NCc1ccc(Cl)cc1
3%	9%	-5%	CCOc1ccc(Cc2nc(C)c(CC(=O)N3CCCCC3)c(=O)[nH]2)cc1
0%	-2%	2%	O=C(CN(Cc1ccc(F)cc1)C(=O)c1csnn1)NCc1ccccc1
6%	/	-5%	CCN(CC)C(=O)CSc1nnc(SC(C)C(=O)NC2CC2)s1 (stereo not drawn)
-2%	0%	-7%	CCc1ccc(/C=N/NC(=O)c2nnn(-c3nonc3N)c2C(C)C)cc1
2%	-9%	1%	CCCC1O[C@@H]2CC3C4CCC5=CC(=O)C=C[C@]5(C)C4C(OC(C)=O)C[C@]3(C)[C@]2(C(=O)COC(C)=O)O1 (stereo partly drawn)
1%	1%	-20%	S=c1[nH]nc(-c2cc(-c3ccccn3)nc3ccccc23)o1
-6%	-4%	1%	CCOC(=O)C(=O)N1c2ccccc2C(N(C(=O)C(=O)OCC)c2ccccc2)CC1C (stereo not drawn)
-2%	0%	-20%	Clc1cccc(CSc2ccc(-c3ccco3)nn2)c1
-3%	-2%	-18%	COc1cccc(C(=O)O/N=C(\N)c2ccc([N+](=O)[O-])cc2)c1
9%	-1%	0%	Cc1cc(C)c(NC(=O)CSc2nc(=O)n(CCN3CCOCC3)c3c2CCC3)c(C)c1
-16%	-2%	-3%	Cc1cc2cc3c(cc2nc1SCC(=O)Nc1c(C)cccc1C)CCC3
0%	/	-1%	CCN(C[C@H]1N[C@@](C)(C(=O)OC)[C@H]2C(=O)N(Cc3ccccc3)C(=O)[C@@H]12)C(=O)Nc1ccc(F)cc1
2%	5%	-7%	Cc1onc(C(=O)N2CCN(c3ccccc3F)CC2)c1-c1ccccc1Cl
-5%	-11%	3%	COc1cc(NC(=O)c2cc(-c3cccs3)on2)cc(OC)c1OC

Arranged by the number under KAT2A inh (falling): 6 from the list above.
mol	KAT2A inh
O=C(CN(Cc1ccc(F)cc1)C(=O)c1csnn1)NCc1ccccc1	2%
Cc1csc(SCC(=O)Nc2ccc(C)c(F)c2)n1	0%
CCN(C[C@H]1N[C@@](C)(C(=O)OC)[C@H]2C(=O)N(Cc3ccccc3)C(=O)[C@@H]12)C(=O)Nc1ccc(F)cc1	-1%
CCN(CC)C(=O)CSc1nnc(SC(C)C(=O)NC2CC2)s1 (stereo not drawn)	-5%
O=C(C(Cc1ccccc1)n1cccc1)N1CCN(C2CCCCC2)CC1 (stereo not drawn)	-10%
Clc1cccc(CSc2ccc(-c3ccco3)nn2)c1	-20%

The results go on:
FEN1 inhibitor	N370S GC	KAT2A inh	SMILES
-1%	1%	-1%	CCn1c(SCC(=O)c2ccc(Cl)cc2)nnc1-c1ccoc1C
0%	-16%	-2%	NNC(=O)C1=NOC2COC3(CCN(c4ncccn4)CC3)OCC12 (stereo not drawn)
-12%	-4%	?	Cc1ccc(C)c(C2=NNC(=NCc3ccccc3)SC2)c1
0%	/	1%	CC(C)c1ccc(CNCCSc2nnnn2C)cc1
-2%	0%	-2%	CC1CCCN(C(=O)CSc2nnc(-c3ccco3)n2C)C1 (stereo not drawn)
1%	0%	-20%	Cc1ccc(CN2CCNC(=O)C2CC(=O)NCc2cc(C)n(C)n2)cc1 (stereo not drawn)
3%	-13%	-5%	COc1ccc(N(C)C(=O)c2sc(Cl)nc2C)cc1
-4%	/	0%	COc1ccc(-c2cc3nc(-c4ccc(Br)cc4)cc(C(F)(F)F)n3n2)cc1
-16%	-1%	-1%	CCOC(=O)CC(=O)CSc1nc2c(sc(=S)n2-c2ccc(C)c(C)c2)c(=O)[nH]1
9%	-3%	-6%	CCOC(=O)N1CCC(=NNC(=O)c2ccc(O)cc2)CC1
-11%	-1%	2%	COc1ccc(C2OC(=O)CC2C(=O)NC2CCCC(C)C2C)cc1OC (stereo not drawn)
14%	11%	-12%	Cc1ccccc1NC(=O)Cn1nnc(-c2ccc(CN3CCC(C)CC3)cc2)n1

Random excerpt: 2 records from the list.
FEN1 inhibitor	N370S GC	KAT2A inh	SMILES
-16%	-1%	-1%	CCOC(=O)CC(=O)CSc1nc2c(sc(=S)n2-c2ccc(C)c(C)c2)c(=O)[nH]1
0%	-16%	-2%	NNC(=O)C1=NOC2COC3(CCN(c4ncccn4)CC3)OCC12 (stereo not drawn)

From PubChem BioAssay
